Source: PubChem
IL2 activator: activates IL-2 in a cell-based reporter assay; IL-2 activation reporter assay, cell-based qHTS; stimulated with anti-CD3/CD4/CD28 beads; in transgenic mouse T cells; activation, % (series mostly up to about 46 µM); 360,000 compounds, 0.065% hits; AID 652025; in the data active = activation above about 50%; inconclusive = mostly about 30% to 49%; also: 0% is about no effect
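Using fluorescent plate cytometry, EGFP and DsRed are detected in transgenic mouse T cells stimulated 18 h at 37 degrees C with antibody-coated beads after 60 min compound pretreatment.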
aSyn yeast inh: inhibitors of alpha-synuclein toxicity in yeast | Yeast expressing alpha-synuclein, growth rescue, BacTiter-Glo, 24 h | Potency, µM (top dose mostly 46.1 µM), inactives show top-dose growth rescue (activation), most hits filed as activators | 370,000 compounds, 0.14% hits | AID 652106; also: potency is read from the fitted curve at half-maximal effect; % of control where 0% means no effect; nearly all actives have a fitted effect of over 65% in size
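Rescue of yeast growth: cells expressing toxic alpha-synuclein, induced in galactose at OD600 0.02, incubated with compound 24 h at 30 C. ATP luminescence quantified growth; inhibitors of toxicity appear as activators.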
PI5P4Ka inh: PI5P4K alpha (human) kinase inhibition. PI5P4Kalpha enzyme, ADP-Glo luminescence, 60 min; active compounds read low. max response, %. 330,000 compounds, 1.2% hits; active = max response of -50% or lower; inconclusive = between -30% and -50%; inactive = -30% or higher; also: value at the top dose of about 77 µM; % is scaled to controls: 0 for no effect and ±100 for the full control effect
Target sequence (P48426 whole entry, looked up): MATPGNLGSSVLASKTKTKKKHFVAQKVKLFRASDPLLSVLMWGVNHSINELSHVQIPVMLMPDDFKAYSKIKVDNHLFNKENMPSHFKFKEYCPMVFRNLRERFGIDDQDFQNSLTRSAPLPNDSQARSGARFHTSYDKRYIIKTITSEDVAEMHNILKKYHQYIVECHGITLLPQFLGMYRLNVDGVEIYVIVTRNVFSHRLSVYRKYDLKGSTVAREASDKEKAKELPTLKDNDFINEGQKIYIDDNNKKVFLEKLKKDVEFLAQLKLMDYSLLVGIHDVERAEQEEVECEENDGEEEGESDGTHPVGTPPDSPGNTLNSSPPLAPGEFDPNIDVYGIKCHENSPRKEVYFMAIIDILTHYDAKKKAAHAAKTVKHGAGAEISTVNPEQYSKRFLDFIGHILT
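Single end-point luminescence (ADP-Glo) quantified ADP from PI5P4Kalpha turnover; ATP 5 microM final, 1 h at RT, 0.1% CHAPS and 0.28 mM EGTA in HEPES pH 7.4.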
PLK1 PBD block: PLK1 (human) polo-box domain binding inhibition. P53350. Plk1 PBD binding of FITC phosphopeptide, fluorescence polarization. Potency, µM, without a hit: max response, negative = inhibition, actives largely listed as inhibitors. 360,000 compounds, 2.8% hits; also: potency is read from the fitted curve at half-maximal effect; series mostly up to about 57 µM; % is scaled to controls: 0 for no effect and ±100 for the full control effect; nearly all actives have a fitted effect of over 65% in size
Target sequence (P53350 whole entry, looked up, the tested form may be a part): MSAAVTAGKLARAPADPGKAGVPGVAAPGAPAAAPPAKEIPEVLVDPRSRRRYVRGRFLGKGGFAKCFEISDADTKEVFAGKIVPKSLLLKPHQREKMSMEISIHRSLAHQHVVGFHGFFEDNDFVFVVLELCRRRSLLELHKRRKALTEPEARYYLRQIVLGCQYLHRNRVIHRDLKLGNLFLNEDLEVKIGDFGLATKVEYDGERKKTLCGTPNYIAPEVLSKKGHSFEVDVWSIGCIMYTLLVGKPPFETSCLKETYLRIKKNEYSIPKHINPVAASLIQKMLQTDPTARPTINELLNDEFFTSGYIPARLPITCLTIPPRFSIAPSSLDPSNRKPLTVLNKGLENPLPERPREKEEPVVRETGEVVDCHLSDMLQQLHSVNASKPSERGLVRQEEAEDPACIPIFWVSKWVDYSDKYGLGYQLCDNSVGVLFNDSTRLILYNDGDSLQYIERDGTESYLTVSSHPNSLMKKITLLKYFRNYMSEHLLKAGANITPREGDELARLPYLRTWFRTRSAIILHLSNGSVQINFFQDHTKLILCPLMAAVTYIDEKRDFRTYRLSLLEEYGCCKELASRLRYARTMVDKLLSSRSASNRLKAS
FUS yeast rescue: suppressors of FUS proteinopathy in yeast | S. cerevisiae FUS-expressing, growth rescue, OD600, 24 h | Potency, µM (titrated, usually from 76.6 µM), for the others: at the top dose growth rescue (activation), hits mostly activators | 390,000 compounds, 0.24% hits | AID 1347120;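 also: potency is read from the fitted curve at half-maximal effect; plate controls were DMSO vehicle for no effect and reference control for full effect; nearly all actives have a fitted effect of over 55% in size; some results filed as inactive show a strong effect at the top dose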
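Restored growth of FUS-toxic S. cerevisiae, read as 600 nm absorbance after 24 h at 30C in galactose medium (starting OD 0.005). Controls CP55940 and DMSO.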
EPAC1 agonist: agonists of human EPAC1; EPAC1 agonist qHTS, biochemical assay; response scale: 100% = response to 6.5 mM cAMP; 360,000 compounds, 0.073% hits; O95398; Potency, µM (doses to about 154 µM), inactives show top-dose activation, actives largely listed as activators; also: potency is read from the fitted curve at half-maximal effect; nearly all actives have a fitted effect of over 60% in size
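Nucleotide exchange by EPAC1 (100 nM) on Rap1B–BODIPY-GDP (250 nM) in the presence of 50 uM GDP is tracked fluorescently at 480/540 nm over 30 min. Signals are normalized to a 6.5 mM cAMP control.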
Abeta yeast res: A-beta toxicity reversal in yeast; yeast expressing A-beta42, growth rescue, OD600, 48 h; response scale: 0% DMSO, 100% iron-clioquinol control; Potency, µM (highest dose often 46.1 µM), for inactives: at the highest dose growth rescue, hits mostly activators; 410,000 compounds, 0.063% hits; AID 1347071; also: potency is read from the fitted curve at half-maximal effect; nearly all actives have a fitted effect of over 55% in size
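Growth rescue measured by 600 nm absorbance after 48 h yeast culture at 30 C with compound. Values normalized between DMSO and an equimolar ferric chloride plus clioquinol control.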
EPAC1 antag: antagonists of human EPAC1; O95398; EPAC1 GEF assay, Rap1b-BODIPY-GDP exchange fluorescence; Potency, µM (top dose mostly 115 µM), without a hit: top-dose activity change, negative = inhibition, hits mostly inhibitors; 360,000 compounds, 0.14% hits; AID 720709;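 also: potency is read from the fitted curve at half-maximal effect; plate controls were vehicle for no effect and positive control for full effect; nearly all actives have a fitted effect of over 50% in size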
WRN inhibitor: blocks human WRN helicase. WRN helicase unwinding, fluorescent forked duplex, kinetic. Potency, µM (highest dose often 114 µM), for inactives: at the top dose activity change, negative = inhibition, actives largely listed as inhibitors. 360,000 compounds, 0.46% hits. AID 651768; also: potency is read from the fitted curve at half-maximal effect; % is scaled to controls: 0 for no effect and ±100 for the full control effect; nearly all actives have a fitted effect of over 55% in size
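Fluorescence dequenching readout, ex 525 nm/em 598 nm, kinetic mode: forked duplex DNA (100 nM final) with adjacent fluorophore and quencher unwound by WRN (20 nM final) with 2 mM ATP. Compound preincubation 15 min, room temperature.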
Numbers without * were called inactive; ? = inconclusive; . = no result given; [ ] = dose if it differs, or a comment. Unless noted, calls follow the shape of the dose curve; as a rule, active = well fitted curve in the direction sought with a large enough effect; inconclusive = small, poorly fitted or top-dose-only effect, or another doubt; inactive = no such curve, though single readings can be large; an effect the other way counts as inactive or inconclusive.

Every second line gives: IL2 activator | aSyn yeast inh | PI5P4Ka inh | PLK1 PBD block | FUS yeast rescue | EPAC1 agonist | Abeta yeast res | EPAC1 antag | WRN inhibitor
- CCCC(=O)Nc1ccccc1NC(=O)CN(C)S(=O)(=O)c1ccc(C)cc1
    -0.5 | 0% | -1 | -6% | -3% | -12% | 10% | -3% | -10%
- CCCS(=O)(=O)c1csc(C(=O)OC)c1N
    0.2 | 0% | -3 | 3% | -2% | 2% | 5% | 15% | -1%
- Cc1[nH]c2ccc(-c3nnc(SCC(=O)c4ccc(F)cc4)o3)cc2c1C
    3.3 | 0% | . | -12% | -8% | 8% | 10% | -17% | -4%
- COC(=O)C1=CN(c2ccc(F)cc2)C=C(C(=O)OC)C1c1cccc(Br)c1
    -3.7 | -12% | -6 | -11% | -3% | 10% | -9% | -7% | 2%
- COC(=O)c1nc(NC(=O)C(C)C)n[nH]1
    -4.2 | -8% | . | 21µM* | -25% | -5% | -8% | 9% | 3%[57.1 µM]
- O=C1c2cccnc2C(Nc2ccccc2)N1Cc1ccco1 (stereo not drawn)
    -1.5 | -4% | . | -30% | ? | 0% | -11% | 19% | -7%
- CC(C)(CNC(=O)c1ccccc1NS(C)(=O)=O)N1CCCCC1
    12 | 1% | -4 | -3% | -17% | 3% | -3% | 15% | 2%
- O=S(=O)(c1cc(Cl)cc(Cl)c1O)N1CCC2(CC1)OCCO2
    -0.4 | -51%[inhibitor] | -1 | -11% | 4% | 0% | -80%[inhibitor] | -6% | -36%
- CCOC(=O)C1CCCN(C(=O)CCNS(=O)(=O)c2cc(Br)cnc2N)C1 (stereo not drawn)
    -1.6 | 2% | -1 | -10% | -4% | 7% | 0% | 9% | -6%
- CCOC(=O)c1c(NC(=O)CCl)sc(C(=O)N(CC)CC)c1C
    0.9 | 19% | 0 | -10% | 11% | 0% | -2% | 0% | -2%
- COc1ccccc1N(C)S(=O)(=O)c1ccc(Cl)c(C(=O)NNC(=O)c2ccccc2O)c1
    -2.5 | -2% | -5 | -10% | ? | 9% | 7% | 14% | -9%
- Cc1cc(Br)c2nc(-c3ccccc3)c(Cc3cccc(Cl)c3)n2c1
    -0.6 | -7% | 1 | 12% | ? | 2% | -12% | 10% | -6%
- COCCN1CCN(C(=O)C2CCC(=O)N(CCc3cccc(F)c3)C2)CC1 (stereo not drawn)
    2.1 | 4% | 1 | 4% | 0% | 1% | 7% | 6% | -2%
- C[C@]12CC[C@@H]3c4ccc(O)cc4CC[C@H]3[C@@H]1C[C@@H](O)[C@@H]2O
    1.1 | 8% | -1 | -2% | -20% | -17% | 10% | -20% | .
- Cc1nnc(N(Cc2ccccc2)C(=O)c2cnccn2)s1
    -3.3 | -1% | 5 | -8% | 7% | 3% | -13% | 3% | 3%
- O=c1c2cccc(Cl)c2nc2n1Cc1ccccc1-2
    -3.1 | -6% | -11 | 2.7µM* | -7% | -7% | -33%[inhibitor] | 20% | -31%
- CCOc1ccccc1Nc1nnc(SCC(=O)Nc2cc(C)on2)s1
    -3.9 | -18% | . | -2% | 3% | -3% | 20% | 13% | 1%
- CC(=O)N1CCN(CC(=O)Nc2ccccc2Sc2ccc(Cl)cc2)CC1
    -0.2 | 14% | 2 | -6% | . | -1% | 18% | -12% | 9%
- Cc1ccc(NC(=O)COC(=O)C2CC2)cc1S(=O)(=O)N1CCOCC1
    0.0 | 1% | 5 | 7% | 17% | 9% | 6% | -26% | -3%
- COc1ccc(C)cc1NS(=O)(=O)c1ccc2c(c1)NC(=O)C(C)S2 (stereo not drawn)
    -1.5 | 3% | -4 | -3% | ? | 1% | 21% | -1% | -5%[57.1 µM]
- Cc1ccc(S(=O)(=O)N(C)c2ccc(OCc3cccc(C)c3)cc2)cc1
    -3.5 | 2% | 1 | -1% | . | -1% | -2% | 4% | ?
- CCOC(=O)N/N=C(\CCC(=O)O)c1cccs1
    -3.0 | 1% | 0 | 1% | -19% | 10% | -11% | 14% | 1%
- Cc1cc(C)nc(-n2nc(C)c3c(=O)[nH]c(C(F)(F)F)nc32)n1
    0.7 | -2% | 7 | -6% | 11% | 5% | 3% | 12% | 1%
- Cc1ccc(S(=O)(=O)CCC(=O)OCC(=O)NCc2ccc(Cl)cc2)cc1
    -1.4 | -1% | 2 | -1% | -14% | -5% | -9% | -13% | 8%
- Cc1ccc(OCc2nc3c4c(ncn3n2)-c2ccccc2CC42CCCC2)cc1
    3.5 | -2% | 1 | -7% | . | -6% | -7% | 16% | 7%
- CC(C)n1ncc2c(C(=O)NCc3ccccc3CN(C)C)cc(C3CC3)nc21
    1.8 | 0% | 8 | -4% | -6% | 3% | 17% | -5% | -5%
- COc1ccccc1CCC(=O)Nc1cc(S(=O)(=O)N2CCCCC2)ccc1N1CCN(C)CC1
    -0.8 | 1% | -3 | 0% | 20% | ? | 1% | -5% | -7%
- COc1ccc(OCc2nnc(SCc3ccc(C(=O)O)cc3)o2)cc1
    2.9 | 1% | 8 | -16% | 14% | 6% | -5% | 13% | 4%
- Cn1c(SCc2cccc(Br)c2)nc2c1c(=O)[nH]c(=O)n2C
    0.9 | -6% | 1 | 2% | -7% | 9% | -2% | 11% | 6%
- CCS(=O)(=O)N1CCN(c2cc3c(cc2[N+](=O)[O-])n(C)c(=O)n3C)CC1
    1.3 | -7% | 2 | ? | 14% | 5% | -19% | -4% | -3%

Record cards (already shown). Screens in order: IL2 activator, aSyn yeast inh, PI5P4Ka inh, PLK1 PBD block, FUS yeast rescue, EPAC1 agonist, Abeta yeast res, EPAC1 antag, WRN inhibitor
CC(C)(CNC(=O)c1ccccc1NS(C)(=O)=O)N1CCCCC1 is listed with 12, 1%, -4, -3%, -17%, 3%, -3%, 15%, 2%
Cc1ccc(OCc2nc3c4c(ncn3n2)-c2ccccc2CC42CCCC2)cc1 is listed with 3.5, -2%, 1, -7%, ., -6%, -7%, 16%, 7%
CC(C)n1ncc2c(C(=O)NCc3ccccc3CN(C)C)cc(C3CC3)nc21 is listed with 1.8, 0%, 8, -4%, -6%, 3%, 17%, -5%, -5%
CCOc1ccccc1Nc1nnc(SCC(=O)Nc2cc(C)on2)s1 is listed with -3.9, -18%, ., -2%, 3%, -3%, 20%, 13%, 1%
CCS(=O)(=O)N1CCN(c2cc3c(cc2[N+](=O)[O-])n(C)c(=O)n3C)CC1 is listed with 1.3, -7%, 2, ?, 14%, 5%, -19%, -4%, -3%

New compounds follow:
Every second line gives: IL2 activator | aSyn yeast inh | PI5P4Ka inh | PLK1 PBD block | FUS yeast rescue | EPAC1 agonist | Abeta yeast res | EPAC1 antag | WRN inhibitor
- CC1CCC(NC(=O)CCC(=O)N2CC(C)Oc3ccccc32)CC1 (stereo not drawn)
    0.1 | 11% | -3 | -26% | -1% | 5% | 0% | -13% | 4%
- CN(C)S(=O)(=O)c1ccc(C(=O)NCc2ccc3[nH]c4c(c3c2)CCCC4)cc1
    -2.1 | 2% | 6 | -1% | ? | 3% | 4% | -17% | -11%
- O=C(Nc1ccc([N+](=O)[O-])cc1)c1cn(-c2ccccc2)nc1-c1cc2ccccc2o1
    -2.8 | 14% | 1 | -8% | . | 4% | -11% | 2% | 2%
- CCOC(=O)Cc1csc(NC(=O)CSc2nnc(C)n2C)n1
    0.9 | -1% | 0 | -2% | 6% | -4% | 10% | 0% | 2%
- Cc1[nH]c2ccccc2c1C(=O)CN1C(=O)C(=O)N(Cc2ccco2)C1=O
    1.2 | 2% | ? | -4% | 12% | 1% | -6% | -3% | -11%
- O=C(CCNC(=O)c1ccccc1Cl)NNC(=O)c1ccccc1O
    -6.0 | -11% | 4 | 0% | 6% | 0% | -7% | -1% | -8%
- COc1ccccc1N(CN1CCCC1=O)C(=O)c1c(F)cccc1F
    -2.2 | 2% | . | -1% | -1% | 2% | 13% | -2% | 3%
- COc1ccc(C(=O)N2CCC2(C)C(=O)O)cc1C(F)(F)F (stereo not drawn)
    0.1 | ? | -7 | -4% | -14% | 6% | -7% | 6% | 2%
- Cc1ccc(S(=O)(=O)Nc2ccc(N=Nc3ccc(O)cc3)cc2)cc1
    -1.3 | -70%[inhibitor] | -14 | -7% | 21% | 20% | -94%[inhibitor] | -4% | -8%
- O=C(CN1C(=O)/C(=C/c2ccccc2F)Sc2ccccc21)NCC1CCCO1 (stereo not drawn)
    0.4 | 10% | 4 | -15% | ? | 1% | . | -9% | 1%
- CCOC(=O)N1CCN(C(=O)c2ccc(NS(=O)(=O)c3ccc4[nH]c(=O)[nH]c4c3)cc2)CC1
    -4.9 | -4% | -17 | -2% | 8% | -5% | -1% | 13% | 7%
- O=C(Nc1ccc(NC(=O)c2sc3ccccc3c2Cl)cc1)c1ccco1
    -1.5 | -6% | -16 | -12% | -5% | 8% | 0% | -2% | ?
- CS(=O)(=O)N(CC(=O)N1CCCC1)c1cc(Cl)c(Cl)cc1Cl
    2.7 | -2% | . | -6% | 14% | 6% | 18% | -8% | 0%
- COC(=O)[C@H](CCSC)NC(=O)Nc1ccc(C)cc1
    0.3 | -1% | . | -7% | -3% | -5% | 18% | 3% | -3%

Sorted by the number under IL2 activator (largest number first): 3 from the list above
SMILES	IL2 activator	PI5P4Ka inh	PLK1 PBD block	EPAC1 antag	WRN inhibitor
CCOC(=O)Cc1csc(NC(=O)CSc2nnc(C)n2C)n1	0.9	0	-2%	0%	2%
CN(C)S(=O)(=O)c1ccc(C(=O)NCc2ccc3[nH]c4c(c3c2)CCCC4)cc1	-2.1	6	-1%	-17%	-11%
COc1ccccc1N(CN1CCCC1=O)C(=O)c1c(F)cccc1F	-2.2	.	-1%	-2%	3%

This is a random part of the collection; any-hit rate near 4.1%.
